# ATXN2 expr inh: inhibitors of ATXN2 expression | HEK-293 ATXN2-luciferase reporter, luminescence, 24 h | Potency, µM (top dose mostly 57 µM), inactives show at the top dose activity change, negative = inhibition, hits mostly inhibitors | 360,000 compounds, 0.72% hits; note: potency is the fitted concentration of half-maximal effect; % is set by controls: 0 for no effect and ±100 for the full control effect; nearly all actives have a fitted effect of over 55% in size
#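 ATXN2-luciferase reporter cells (luciferase flanked by upstream and downstream ATXN2 gene portions) were treated 24 h at 37 °C with compounds at up to 57 uM. SteadyGlo luminescence gave expression; GF-AFC fluorescence gave viability.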
# Nrf2 activator: activators of Nrf2 (ARE) signaling. AID 624171. Potency, µM (titrated, usually from 46.1 µM), for inactives: top-dose activation, hits mostly activators. 410,000 compounds, 0.31% hits. AREc32 ARE-luciferase reporter (MCF7-derived line), luminescence, 24 h; note: potency is the fitted concentration of half-maximal effect; % of control where 0% means no effect; nearly all actives have a fitted effect of over 65% in size
#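 Each well held 1000 AREc32 cells, which were incubated with compound for 24 hr at 37 deg C after overnight attachment, and ARE reporter activity was quantified by firefly luciferase luminescence.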
# EPAC2 agonist: activates human EPAC2 exchange factor. Q8WZA2. EPAC2 activation, biochemical qHTS; response scale: 100% = 6.5 mM cAMP response. Potency, µM (top dose mostly 154 µM), without a hit: top-dose activation, actives largely listed as activators. 360,000 compounds, 0.079% hits; note: potency is the fitted concentration of half-maximal effect; nearly all actives have a fitted effect of over 50% in size
# Target sequence (Q8WZA2 whole entry, looked up): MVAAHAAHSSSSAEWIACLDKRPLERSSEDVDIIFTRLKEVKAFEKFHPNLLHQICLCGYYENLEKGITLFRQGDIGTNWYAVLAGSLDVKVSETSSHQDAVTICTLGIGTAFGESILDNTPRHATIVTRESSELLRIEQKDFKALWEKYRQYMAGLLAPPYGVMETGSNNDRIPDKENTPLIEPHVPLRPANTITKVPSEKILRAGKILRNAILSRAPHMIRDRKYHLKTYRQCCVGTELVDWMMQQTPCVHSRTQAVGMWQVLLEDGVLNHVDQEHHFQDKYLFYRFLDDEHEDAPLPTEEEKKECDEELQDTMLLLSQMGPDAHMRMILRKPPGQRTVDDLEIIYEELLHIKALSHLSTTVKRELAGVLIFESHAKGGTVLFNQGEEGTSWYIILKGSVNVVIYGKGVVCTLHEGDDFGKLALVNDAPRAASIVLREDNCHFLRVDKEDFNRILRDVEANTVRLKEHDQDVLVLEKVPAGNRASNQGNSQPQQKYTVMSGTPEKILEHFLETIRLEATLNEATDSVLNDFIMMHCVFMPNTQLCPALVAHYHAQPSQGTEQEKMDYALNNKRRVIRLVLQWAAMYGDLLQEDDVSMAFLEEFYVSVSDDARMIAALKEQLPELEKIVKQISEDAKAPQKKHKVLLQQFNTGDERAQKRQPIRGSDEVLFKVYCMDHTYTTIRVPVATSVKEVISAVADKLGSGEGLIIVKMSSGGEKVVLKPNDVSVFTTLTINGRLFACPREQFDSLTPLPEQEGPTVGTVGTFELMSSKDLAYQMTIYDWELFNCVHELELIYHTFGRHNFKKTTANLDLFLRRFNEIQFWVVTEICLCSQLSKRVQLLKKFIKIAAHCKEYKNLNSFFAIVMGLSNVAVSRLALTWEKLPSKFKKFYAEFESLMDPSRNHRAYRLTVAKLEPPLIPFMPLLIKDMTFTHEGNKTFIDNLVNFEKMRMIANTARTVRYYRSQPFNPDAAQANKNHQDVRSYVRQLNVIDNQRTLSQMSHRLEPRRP
#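 Readout is BODIPY fluorescence (480 nm excitation, 540 nm emission), which falls as labeled GDP is exchanged off Rap1B. EPAC2 at 100 nM acted on 250 nM RAP1B-BODIPY-GDP with 50 uM GDP present.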
# Nrf2 inh: inhibitors of Nrf2 signaling; A549 ARE-Fluc reporter, luciferase luminescence, 18-24 h; Potency, µM (titrated, usually from 46 µM), for inactives: top-dose activity change, negative = inhibition, actives largely listed as inhibitors; 360,000 compounds, 2.1% hits; note: potency is the fitted concentration of half-maximal effect; % is set by controls: 0 for no effect and ±100 for the full control effect; nearly all actives have a fitted effect of over 60% in size
#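 A549 ARE_Fluc cells, 5000/well, 5% FBS OPTI-MEM; compounds in dose-response, 18-24 h at 37 °C/5% CO2; CellTiter-Fluor viability read (Ex 405/Em 525), then BugLite luciferase luminescence = Nrf2 activity.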
# IL-2 act: activators of IL-2; IL-2 activation reporter assay, cell-based qHTS; stimulated with anti-CD3/CD4/CD28 beads; in transgenic mouse T cells; activation, % (series mostly up to about 46 µM); 360,000 compounds, 0.065% hits; in the data active = activation above about 50%; inconclusive = mostly about 30% to 49%; note: 0% is about no effect
#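 Screening format: compound pinned onto unstimulated transgenic mouse T cells, 60 min incubation, then anti-CD3/anti-CD4/anti-CD28 bead stimulation for 18 hours at 37 degrees C, followed by EGFP and DsRed detection.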
# TGFb inhibitor: inhibitors of TGF-b signaling | 410,000 compounds, 1.2% hits | Potency, µM (series often up to 46.1 µM), for the others: top-dose activity, negative = inhibition, hits mostly inhibitors | HepG2 CAGA-GFP TGF-b/SMAD3 reporter, GFP fluorescence, 18 h; TGF-beta stimulated, 500 pg/mL final; note: potency is the fitted concentration of half-maximal effect; % is set by controls: 0 for no effect and ±100 for the full control effect; nearly all actives have a fitted effect of over 65% in size
#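 Smad-responsive CAGA-GFP expression was quantified in HEPG2 cells exposed to compounds and 500 pg/mL final TGF-beta for 18 h at 37 degrees C; unstimulated wells defined full inhibition.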
# HepG2 tox: kills HepG2 cells in TGF-b inhibitor counter-screen; HepG2 CAGA-GFP viability, ATP luminescence, 18 h; Potency, µM (doses to about 46.1 µM), for inactives: top-dose activity change, negative = cytotoxicity, most hits filed as cytotoxic; 410,000 compounds, 0.76% hits; note: potency is the fitted concentration of half-maximal effect; some results filed as inactive show a strong effect at the top dose
#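 HepG2 CAGA-GFP cells (1000/well, DMEM with 1% FBS) received compound, then TGF-beta at 500 pg/mL final, and were incubated 18 hours at 37 degrees C. Viability was read by CellTiter-Glo luminescence. Media-only wells were set as complete cell-killing and DMSO as no toxicity.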
# A549 viability: kills or reduces viability of A549 cells in Nrf2 counter-screen | Potency, µM (top dose mostly 46 µM), for the others: at the highest dose activity change, negative = cytotoxicity, hits mostly inhibitors | 390,000 compounds, 0.16% hits | AID 504648 | A549 ARE-Fluc cells, CellTiter-Fluor viability, 18-24 h; note: potency is the fitted concentration of half-maximal effect; % is set by controls: 0 for no effect and ±100 for the full control effect
#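 A549 ARE-Fluc cells in 5% FBS OPTI-MEM, 5000 cells/well, rested 2 h then exposed to compounds in concentration-response for 18-24 h at 37 °C. Viability by CellTiter-Fluor fluorescence (Ex 405/Em 525) after 30 min; luciferase luminescence (BugLite, 15 min, RT) read afterwards.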
# ATXN viability: reduces viability in counter-screen for ATXN expression inhibitors; S2 cells (HEK-293 line with an ATXN2-luciferase reporter) viability, CellTiter-Fluor protease fluorescence, 24 h; Potency, µM (titrated, usually from 56.7 µM), most hits filed as cytotoxic; 400,000 compounds, 0.49% hits; note: potency is the fitted concentration of half-maximal effect; nearly all actives have a fitted effect of over 40% in size
# An asterisk follows results filed as active; i = inactive; u = inconclusive; x = no result given; & = joins results of further samples; [ ] = dose if it differs, or a comment. Unless noted, calls come from the whole dose curve; as a rule, active = well fitted curve in the direction sought with a large enough effect; inconclusive = small, poorly fitted or top-dose-only effect, or another doubt; inactive = no such curve, though single readings can be large; an effect the other way counts as inactive or inconclusive. Rows are unselected. Share with any hit: about 4.3%.
SMILES,ATXN2 expr inh,Nrf2 activator,EPAC2 agonist,Nrf2 inh,IL-2 act,TGFb inhibitor,HepG2 tox,A549 viability,ATXN viability
COc1ccc(Nc2cc(C(=O)NCc3cccs3)c3ccccc3n2)cc1,6%,0.2%,x,16%,x,-1%,10%,11%,u
CCOc1ccc(C2c3c(oc4cc(C)c(C)cc4c3=O)C(=O)N2c2ccccn2)cc1 (stereo not given),4%,0.1%,x,10%,x,1%,-36%,-4%,i
CC(C)C(NC(=O)COc1ccccc1)C(=O)O (stereo not given),0%,-0.3%,-9%,-9%,2.1,-1%,5%,12%,i
CCNC(=O)C1Cc2ccccc2CN1S(=O)(=O)c1ccc(F)cc1 (stereo not given),-7%,0.3%,5%,-3%,-3.3,23%,-3%,1%,i
CCCc1nnc(NC(=O)Cc2coc3c(C)c(C)ccc23)s1,-3%,-0.3%,x,5%,x,3%,-42%,0%,i
c1ccc(-c2nc(NCc3cccnc3)c3oc4ccccc4c3n2)cc1,-3%,11%,22%,u,-1.0,u,-56%,-27%,i
COc1ccc(-c2oc3ccc(-c4ccc(OC)nc4)cc3c2-c2ccc(OC)cc2)cc1,5%,3.5%,-8%,10%,0.1,11%,6%,-2%,i
Oc1ccc(/C=N/Nc2ncc(Cl)cc2Cl)cc1,3%,12%,14%,u,0.4,0%,-1%,-5%,i
O=C(COC(=O)Cc1n[nH]c(=O)c2ccccc12)Nc1cccc(C(F)(F)F)c1,3%,-0.5%,2%,-7%,-4.5,-2%,-13%,-1%,i
CC(C)C(NC(=O)OCc1ccccc1)C(=O)OCC(=O)NCc1ccco1 (stereo not given),4%,4.8%,-8%,x,0.6,4%,-12%,5%,i
Clc1ccc2c(NCc3ccccn3)ncnc2c1,-11%,6.3µM*,8%,x,-0.6,u,-2%,-1%,u
CCCNCC(=O)Nc1sc2c(c1C(=O)Nc1c(C)n(C)n(-c3ccccc3)c1=O)CCCC2,x,0.2%,4%,x,0.3,-1%,-11%,x,i
NNC(=O)CN1C(c2ccccc2Br)=Nc2ccc(Br)cc2C1c1ccccc1 (stereo not given),-22%,-0.2%,8%,3%,-2.9,-8%,0%,-5%,u
COC(=O)c1ccccc1Oc1ccc(NC(=O)C(C)(C)CCl)cc1,-12%,-0.2%,2%,11%,-5.1,u,6%,-24%,i
Cc1ccc(C(=O)Nc2ccc3c(c2)nc2n3CCSC2)cc1,-10%,-0.7%,15%,6%,-2.0,6%,-48%,-3%,i
O=C(CSc1ccc2c(c1)OCCO2)Nc1ncc(Cl)cc1Cl,-17%,0.1%,-12%,x,-1.4,0%,-3%,0%,i
COc1cccc(CNC(=O)CCCn2ncn3c(cc4occc43)c2=O)c1,1%,-0.2%&4.5%,3%,-5%&-16%,-2.2,11%,-9%&-5%,-6%&1%,i
Cc1cc(C)n(-c2ccc(C)c(Cl)c2)n1,6%,0.3%,-4%,6%,-0.5,6%,0%,3%,i
Cn1c(=O)n(Cc2ccccc2Cl)c(=O)c2c1nc1n2CCN1c1ccccc1,x,-0.2%,x,u,x,-1%,-2%,-6%,x
COC(=O)N(C)C[C@H]1OCc2cn(nn2)CCCC(=O)N([C@@H](C)CO)C[C@@H]1C,2%,-1.0%,7%,x,0.2,15%,-1%,x,i
CSc1nc(-c2ccc(Cl)cc2)nn1C(=O)c1ccco1,8%,2.7%,3%,0%,-0.3,-7%,2%,-14%,i
Cc1cccc(/C(N)=N/OC(=O)Cc2ccccc2)c1,44%[activator],1.8%,4%,u,0.3,3%,15%,3%,i
CC1CC(C)CN(CCCNC(=O)c2ccc(CS(=O)(=O)Cc3cccc(Cl)c3)o2)C1 (stereo not given),x,-0.1%,12%,-11%,-0.2,-14%,-12%,1%,i
Cc1cccn2c(=O)c3cc(C(=O)NC4CCCC4)c(=N)n(Cc4ccc(F)cc4)c3nc12,-21%,-0.4%,-25%,-11%,-2.0,8%,-3%,-6%,x
O=C(NCCc1ccccc1)c1nnc(Cc2cccc(F)c2)o1,-2%,0.3%,x,9%,x,-11%,-49%,u,i

# Filtered by structure: those above with an aryl methoxy group (three)
SMILES,ATXN2 expr inh,Nrf2 activator,EPAC2 agonist,Nrf2 inh,IL-2 act,TGFb inhibitor,HepG2 tox,A549 viability,ATXN viability
COc1ccc(Nc2cc(C(=O)NCc3cccs3)c3ccccc3n2)cc1,6%,0.2%,x,16%,x,-1%,10%,11%,u
COc1ccc(-c2oc3ccc(-c4ccc(OC)nc4)cc3c2-c2ccc(OC)cc2)cc1,5%,3.5%,-8%,10%,0.1,11%,6%,-2%,i
COc1cccc(CNC(=O)CCCn2ncn3c(cc4occc43)c2=O)c1,1%,-0.2%&4.5%,3%,-5%&-16%,-2.2,11%,-9%&-5%,-6%&1%,i

# Some of these compounds in order of the EPAC2 agonist value, falling.
compound	Nrf2 activator	EPAC2 agonist	IL-2 act	TGFb inhibitor
Cc1ccc(C(=O)Nc2ccc3c(c2)nc2n3CCSC2)cc1	-0.7%	15%	-2.0	6%
Cc1cccc(/C(N)=N/OC(=O)Cc2ccccc2)c1	1.8%	4%	0.3	3%
COC(=O)c1ccccc1Oc1ccc(NC(=O)C(C)(C)CCl)cc1	-0.2%	2%	-5.1	u

# Back to the main list with the 3 entries that preceded the break.
SMILES,ATXN2 expr inh,Nrf2 activator,EPAC2 agonist,Nrf2 inh,IL-2 act,TGFb inhibitor,HepG2 tox,A549 viability,ATXN viability
CC1CC(C)CN(CCCNC(=O)c2ccc(CS(=O)(=O)Cc3cccc(Cl)c3)o2)C1 (stereo not given),x,-0.1%,12%,-11%,-0.2,-14%,-12%,1%,i
Cc1cccn2c(=O)c3cc(C(=O)NC4CCCC4)c(=N)n(Cc4ccc(F)cc4)c3nc12,-21%,-0.4%,-25%,-11%,-2.0,8%,-3%,-6%,x
O=C(NCCc1ccccc1)c1nnc(Cc2cccc(F)c2)o1,-2%,0.3%,x,9%,x,-11%,-49%,u,i
O=C(O)c1cc(=O)c2ccccc2[nH]1,0%,1.2%,1%,7%,1.5,-31%,-32%,24%,i
Cc1ccccc1NS(=O)(=O)c1cc(C(=O)NCc2ccco2)ccc1C,-18%,2.4%,7%,9%,0.2,7%,-11%,0%,i
CC(=O)N1CCN(S(=O)(=O)c2ccc(S(=O)(=O)NC3CCCCC3)cc2)CC1,1%,-0.1%,6%,3%,0.0,3%,-21%,5%,i
CCN1CCN(Cc2c(O)ccc3c2O/C(=C\c2ccc(C)cc2)C3=O)CC1,-6%,3.1%,7%,-8%,-0.5,2%,-2%,-4%,x
Cc1ccc(CCNC(=O)CN(c2cc(C)cc(C)c2)S(=O)(=O)c2c(C)noc2C)cc1,5%,0.4%&0.0%,-2%,14%&23%,-0.4,-5%&-17%,-5%&5%,1%&12%,i
O=C(COC(=O)c1ccccc1)Nc1cc(Cl)ccc1Oc1ccccc1,x,0.4%,-3%,-4%,-5.0,-8%,-7%,0%,i
C/C(=N\S(=O)(=O)c1ccc(C)cc1)N1CCN(S(=O)(=O)c2ccccc2)C1C(C)C (stereo not given),4%,0.1%,8%,8%,-4.8,-17%,-32%,-11%,i
CCN(CCO)C(=S)Nc1cc(C(=O)OC)ccc1C(=O)OC,1%,1.8%,3%,-9%,-0.5,4%,5%,3%,i
Cc1ccc(Cn2c(=O)n(-c3ccc(C)cc3)c(=O)c3c2c2cc(C)ccc2n3C)cc1,6%,0.5%,x,u,x,-14%,-1%,2%,i
COc1ccc(-n2c(=O)c3c(c4cc(OC)ccc4n3C)n(Cc3cccc(C)c3)c2=O)cc1,-8%,0.4%,x,u,x,11%,-1%,0%,i
COc1ccccc1Cn1c(CNS(=O)(=O)c2ccc3c(c2)CCCC3)nc2cccnc21,x,5.4%,x,x,x,u,-20%,-1%,x
O=[N+]([O-])c1ccc(-c2cn3nc(-c4ccccc4)c(-c4ccccc4)nc3n2)cc1,-34%,-0.4%,13%,-1%,0.3,-15%,-29%,10%,x
N#Cc1sc2nc(-c3cccs3)cc(-c3ccccc3)c2c1N,-6%,0.4%,20%,-19%,3.0,9%,-2%,4%,x
Cc1ccc(S(=O)(=O)N(Cc2cccc(Cl)c2)C(=O)N2CCN(C)CC2)cc1,-12%,2.2%,4%,3%,-6.3,-1%,0%,8%,i
COCCCNCCCCOc1ccc(OCc2ccccc2)cc1,x,0.4%,6%,9%,-2.4,u,-116%,18%,u
Nc1nonc1-n1nnc(C(=O)N/N=C/c2cccc(Cl)c2)c1CN1CCCCCC1,5%,-0.8%,2%,2%,-0.5,-1%,-1%,-1%,i

# Screening results deposited in PubChem by National Center for Advancing Translational Sciences (NCATS).
